TR SRC2 fluor cs: Texas Red fluorescence interference in TRb-SRC2 counter-screen | TRb/SRC2 Texas Red total fluorescence interference | Potency, µM (doses to about 106 µM), for the others: top-dose fluorescence change, negative = quenching | AID 1479 | 0.29% of 280,000 active; active means well fitted curve in either direction with a large enough effect; inconclusive means small, poorly fitted or top-dose-only effect; further: on the % scale 0 is the no-effect control and ±100 the full control effect
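Human TRb ligand-binding domain at 0.6 uM with 20 nM Texas Red SRC2 peptide in Tris buffer containing 1 uM T3 and 5% DMSO, incubated with compound 5 h at ambient temperature. Total fluorescence (555/632 nm) calculated as parallel + 2 × perpendicular.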
L3MBTL1 block: L3MBTL1 (human) inhibition; Potency, µM (titrated, usually from 57.1 µM), inactives show top-dose activity, negative = inhibition, usual class: inhibitors; AlphaScreen L3MBTL1–H3K9me1 peptide binding; Q9Y468; 0.66% of 230,000 active; further: on the % scale 0 is the no-effect control and ±100 the full control effect; nearly all actives have a fitted effect of over 60% in size
Target sequence (Q9Y468 whole entry, looked up): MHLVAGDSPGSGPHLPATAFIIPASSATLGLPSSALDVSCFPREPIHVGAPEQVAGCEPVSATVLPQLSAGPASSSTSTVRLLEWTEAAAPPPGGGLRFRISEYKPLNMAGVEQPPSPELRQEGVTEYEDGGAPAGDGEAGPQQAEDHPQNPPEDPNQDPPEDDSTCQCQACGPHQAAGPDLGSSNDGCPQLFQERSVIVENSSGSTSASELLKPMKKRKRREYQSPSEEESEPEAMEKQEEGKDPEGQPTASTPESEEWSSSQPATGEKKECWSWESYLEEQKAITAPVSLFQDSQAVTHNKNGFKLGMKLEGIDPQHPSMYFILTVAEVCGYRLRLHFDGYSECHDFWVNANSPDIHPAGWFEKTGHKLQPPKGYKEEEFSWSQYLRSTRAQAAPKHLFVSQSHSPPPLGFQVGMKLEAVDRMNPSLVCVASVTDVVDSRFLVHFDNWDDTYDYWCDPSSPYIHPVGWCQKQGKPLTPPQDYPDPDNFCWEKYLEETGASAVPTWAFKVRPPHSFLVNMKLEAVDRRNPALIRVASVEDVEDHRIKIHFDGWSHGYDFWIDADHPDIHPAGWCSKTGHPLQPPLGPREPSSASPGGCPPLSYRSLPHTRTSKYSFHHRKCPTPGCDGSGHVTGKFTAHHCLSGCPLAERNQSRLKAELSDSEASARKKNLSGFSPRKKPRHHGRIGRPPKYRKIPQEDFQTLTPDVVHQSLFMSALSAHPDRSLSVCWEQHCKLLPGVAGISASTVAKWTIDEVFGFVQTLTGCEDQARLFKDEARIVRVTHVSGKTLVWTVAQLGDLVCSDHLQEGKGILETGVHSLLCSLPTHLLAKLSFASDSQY
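L3MBTL1 (50 nM) pre-complexed 30 min with biotinylated H3(1-15)K9me1 peptide (75 nM), then compounds added for 30 min at room temperature; AlphaScreen streptavidin donor/nickel chelate acceptor beads (10 ug/mL final) read after 30 min dark incubation.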
HTT cytoprotect: protects HTT-Q103 PC12 cells, measured by ATP. 0.14% of 230,000 active. PC12 HTT-Q103 induced, cytoprotection, ATP luminescence, 40 h. Potency, µM (doses to about 56.4 µM), without a hit: cytoprotection (ATP increase), actives largely listed as activators;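 further: % of control where 0% means no effect; nearly all actives have a fitted effect of over 45% in size; toxic huntingtin expression switched on by the ecdysone agonist tebufenozide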
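Huntington model: PC12 line, ecdysone-inducible HTTQ103 exon1–GFP, tebufenozide 100 nM. Test articles in a dose series. Endpoint luminescence from cellular ATP.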
Tau FP inhib: tau fibrillization inhibition (FP); P10636; K18 P301L tau heparin fibrillization, Alexa594 FP, 6 h; Potency, µM (titrated, usually from 57.7 µM), for the others: at the highest dose activity, negative = inhibition, most hits filed as inhibitors; AID 1468; 0.39% of 280,000 active; further: on the % scale 0 is the no-effect control and ±100 the full control effect; nearly all actives have a fitted effect of over 55% in size
Target sequence (P10636 561-689 P618L limits assumed): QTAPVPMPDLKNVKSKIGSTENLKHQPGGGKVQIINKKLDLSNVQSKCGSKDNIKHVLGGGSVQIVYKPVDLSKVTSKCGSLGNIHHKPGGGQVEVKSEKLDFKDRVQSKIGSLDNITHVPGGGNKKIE
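Human tau K18 […] P301L fragment, 15 uM unlabeled plus 0.24 uM Alexa 594-labeled tau (final), with compound and 20 uM heparin in 100 mM sodium acetate pH 7; 6 hr at 37 C, then Alexa 594 FP read.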
TRb SRC2 PPI: TRbeta-SRC2 interaction inhibition; P10828; TRbeta-SRC2 peptide binding, fluorescence polarization; receptor liganded with 1 µM T3; Potency, µM (top dose mostly 106 µM), without a hit: at the highest dose activity change, negative = inhibition, most hits filed as inhibitors; 0.065% of 280,000 active;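 further: plate controls were bound peptide for no effect and peptide without receptor for full effect; nearly all actives have a fitted effect of over 50% in size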
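Human TRb ligand-binding domain (0.6 uM) is mixed with 20 nM Texas Red SRC2 peptide and 1 uM T3; after compound addition and 5 hr at ambient temperature, polarization is measured and normalized to unbound and bound controls.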
Tau fluor cs: counter-screen for tau fibril formation inhibitors; tau K18 P301L Alexa594 fluorescence, heparin fibrillization; Potency, µM (titrated, usually from 57.7 µM), for the others: top-dose activity change, negative = decrease; 0.93% of 280,000 active; AID 1463; further: on the % scale 0 is the no-effect control and ±100 the full control effect; nearly all actives have a fitted effect of over 55% in size
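Human tau K18 P301L (15 uM unlabeled, 0.24 uM Alexa 594-labeled) in 100 mM sodium acetate pH 7 with 20 uM heparin, 6 hr at 37 C. ThT 30 uM added, 1 hr ambient; Alexa 594 FP and total fluorescence read at 555/632 nm.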
Tau fibril ThT: tau fibrillization inhibition (ThT binding). P10636. recombinant tau K18 P301L, heparin-induced fibrillization, ThT fluorescence. Potency, µM (doses to about 57.4 µM), inactives show at the top dose activity, negative = inhibition, usual class: inhibitors. 2.1% of 270,000 active; further: on the % scale 0 is the no-effect control and ±100 the full control effect; nearly all actives have a fitted effect of over 55% in size
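Fibril formation assay: tau K18 P301L at 15 uM with trace Alexa 594 label, heparin inducer 20 uM, pH 7 sodium acetate buffer, 37 C for 6 hr; endpoint ThT signal.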
RECQ1 helicase: blocks DNA unwinding by human RECQ1 | Potency, µM (doses to about 57.3 µM), inactives show top-dose activity, negative = inhibition, actives largely listed as inhibitors | RECQ1 DNA unwinding, red fluorescence kinetic read | P46063 | 0.54% of 240,000 active;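 further: plate controls were vehicle for no effect and no enzyme for full effect; nearly all actives have a fitted effect of over 30% in size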
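RECQ1T1 50 nM; forked duplex (20 bp + 30-nt ss tails) 200 nM, ATP 2 mM final; pH 8.0, 2 mM MgCl2, 2.5 ug/ml poly(dI-dC); 15 min compound preincubation; discontinuous kinetic read over 2 h at RT.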
* marks the source's active call; other numbers are inactive results; [ ] = dose if it differs, or a comment. Unless noted, the call rests on the fitted dose curve; in most records, active means well fitted curve in the direction sought with a large enough effect; inconclusive means small, poorly fitted or top-dose-only effect, or another doubt; inactive means no such curve, though single readings can be large; an effect the other way counts as inactive or inconclusive. Potency means the concentration at half of the fitted maximal effect.

How did CCc1ccccc1NC(=O)N1CCc2ccccc21 do in these assays?
TR SRC2 fluor cs: -1%; L3MBTL1 block: 16%; HTT cytoprotect: 16%[10 µM]; Tau FP inhib: -9%; TRb SRC2 PPI: 4%; Tau fluor cs: -17%; Tau fibril ThT: inconclusive; RECQ1 helicase: -11%

How did CN(C)Cc1ccccc1-c1ccc2ncnc(N(C)Cc3ccco3)c2c1 do in these assays?
TR SRC2 fluor cs: 2%; HTT cytoprotect: 10%; Tau FP inhib: -2%; TRb SRC2 PPI: 0%; Tau fluor cs: -11%; Tau fibril ThT: -13%; RECQ1 helicase: -9%

What do the screens show for `OC1(c2cccc(C(F)(F)F)c2)CCNCC1`?
TR SRC2 fluor cs: 0%; L3MBTL1 block: 13%; HTT cytoprotect: 2%[10 µM]; Tau FP inhib: -1%; TRb SRC2 PPI: 2%; Tau fluor cs: 5%; Tau fibril ThT: 4%; RECQ1 helicase: -4%

Results for COc1cccc(NC(=O)c2oc3ccc(S(=O)(=O)N4CCC5(CC4)OCCO5)cc3c2C)c1 ?
TR SRC2 fluor cs: 1%; Tau FP inhib: -10%; TRb SRC2 PPI: 2%; Tau fluor cs: inconclusive; Tau fibril ThT: 3%

What do the screens show for `CC(C)C[C@H](NC(=O)c1nc[nH]c1C(=O)N1CCC(C)CC1)C(=O)OCc1ccccc1`?
TR SRC2 fluor cs: -3%; HTT cytoprotect: 12%[10 µM]; Tau FP inhib: -8%; TRb SRC2 PPI: 4%; Tau fluor cs: -12%; Tau fibril ThT: 3%; RECQ1 helicase: inactive

How did Cc1cccc(-n2c(Cc3cc(=O)[nH]c(=O)[nH]3)nnc2SCC(=O)NCC2CCCO2)c1 (configuration not stated) do in these assays?
TR SRC2 fluor cs: 0%; L3MBTL1 block: 13%; HTT cytoprotect: -17%; Tau FP inhib: -14%; TRb SRC2 PPI: 2%; Tau fluor cs: -5%; Tau fibril ThT: -3%; RECQ1 helicase: -2%

How did CC1(C)C(=O)N(CC(=O)Nc2ccc(Cl)cc2)c2ccccc21 do in these assays?
TR SRC2 fluor cs: 3%; Tau FP inhib: -13%; TRb SRC2 PPI: 4%; Tau fluor cs: inconclusive; Tau fibril ThT: -4%

Results for O=C(COC(=O)Cc1c(Cl)cccc1Cl)Nc1ccc(OC(F)(F)F)cc1 ?
TR SRC2 fluor cs: 0%; L3MBTL1 block: 18%; HTT cytoprotect: 4%[10 µM]; Tau FP inhib: inconclusive; TRb SRC2 PPI: -12%; Tau fluor cs: -26%; Tau fibril ThT: -6%; RECQ1 helicase: -9%

Results for N#C/C(=C\c1ccc(OCc2ccccc2)cc1)C(N)=O ?
TR SRC2 fluor cs: 3%; HTT cytoprotect: -25%; Tau FP inhib: -3%; TRb SRC2 PPI: -14%; Tau fluor cs: -25%; Tau fibril ThT: inconclusive; RECQ1 helicase: -20%

Results for Cc1ccc(NC(=O)C2=CC(c3cccs3)=NS(=O)(=O)N2C)cc1 ?
TR SRC2 fluor cs: -2%; L3MBTL1 block: -8%; Tau FP inhib: -10%; TRb SRC2 PPI: -1%; Tau fluor cs: -29%; Tau fibril ThT: -5%

Results for Clc1cccc(-n2ncc3c(NCCc4ccccc4)ncnc32)c1 ?
TR SRC2 fluor cs: -2%; Tau FP inhib: inconclusive; TRb SRC2 PPI: 11%; Tau fluor cs: inconclusive; Tau fibril ThT: -9%

What do the screens show for `Cn1nccc1C(=O)Nc1cccc(C(F)(F)F)c1`?
TR SRC2 fluor cs: -1%; L3MBTL1 block: 10%; Tau FP inhib: -1%; TRb SRC2 PPI: -2%; Tau fluor cs: -2%; Tau fibril ThT: 5%; RECQ1 helicase: -1%

How did CCNC(=O)OCCC12CC3CC(CC(C3)C1)C2 do in these assays?
TR SRC2 fluor cs: -4%; L3MBTL1 block: 10%; HTT cytoprotect: 6%[10 µM]; Tau FP inhib: 10%; TRb SRC2 PPI: -2%; Tau fluor cs: -5%; Tau fibril ThT: 2%; RECQ1 helicase: -5%

How did CCOc1ccc(NC(=O)CCn2nc(C)c(S(=O)(=O)N3CCCCC3)c2C)cc1 do in these assays?
TR SRC2 fluor cs: -1%; Tau FP inhib: -1%; TRb SRC2 PPI: 3%; Tau fluor cs: -9%; Tau fibril ThT: -1%

How did CN(C)CCNc1nc2sc3c(c2c(=O)n1-c1ccc(F)cc1)CCCCC3 do in these assays?
TR SRC2 fluor cs: -2%; L3MBTL1 block: -20%; HTT cytoprotect: 0%[10 µM]; Tau FP inhib: -2%; TRb SRC2 PPI: -10%; Tau fluor cs: -16%; Tau fibril ThT: -13%; RECQ1 helicase: inactive

Brought forward from above: 2 entries, followed by the next part.
How did CCOc1ccc(NC(=O)CCn2nc(C)c(S(=O)(=O)N3CCCCC3)c2C)cc1 do in these assays?
TR SRC2 fluor cs: -1%; Tau FP inhib: -1%; TRb SRC2 PPI: 3%; Tau fluor cs: -9%; Tau fibril ThT: -1%

How did CN(C)CCNc1nc2sc3c(c2c(=O)n1-c1ccc(F)cc1)CCCCC3 do in these assays?
TR SRC2 fluor cs: -2%; L3MBTL1 block: -20%; HTT cytoprotect: 0%[10 µM]; Tau FP inhib: -2%; TRb SRC2 PPI: -10%; Tau fluor cs: -16%; Tau fibril ThT: -13%; RECQ1 helicase: inactive

What do the screens show for `[O-][n+]1c2c(nc3c1-c1ccccc1C3O)CCCC2` (configuration not stated)?
TR SRC2 fluor cs: -4%; L3MBTL1 block: 10%; HTT cytoprotect: 3%[10 µM]; Tau FP inhib: 0%; TRb SRC2 PPI: 7%; Tau fluor cs: 10%; Tau fibril ThT: -6%; RECQ1 helicase: inactive

Results for CC1Cn2c(CCc3ccccc3)nnc2S1 (configuration not stated) ?
TR SRC2 fluor cs: 2%; L3MBTL1 block: 3%; HTT cytoprotect: 9%; Tau FP inhib: 3%; TRb SRC2 PPI: 5%; Tau fluor cs: 8%; Tau fibril ThT: 11%; RECQ1 helicase: 9%

Results for CC(C)C[C@H](N)c1cn([C@@H](Cc2cc3ccccc3[nH]2)C(=O)N2CCNCC2)nn1 ?
TR SRC2 fluor cs: 1%; L3MBTL1 block: -4%; HTT cytoprotect: 9%[10 µM]; Tau FP inhib: 7%; TRb SRC2 PPI: 2%; Tau fluor cs: 1%; Tau fibril ThT: -15%; RECQ1 helicase: -19%

What do the screens show for `C[C@@H]1C(=O)OC2C[C@@]34[C@H]5C[C@@H](C(C)(C)C)[C@@]36C(O)C(=O)O[C@H]6O[C@@]4(C(=O)O5)[C@]21O` (some centres not stated)?
TR SRC2 fluor cs: -3%; Tau FP inhib: -1%; TRb SRC2 PPI: 3%; Tau fluor cs: 0%; Tau fibril ThT: -5%; RECQ1 helicase: inactive

How did CN(C)C(=O)CN(c1ccc(F)c(Cl)c1)S(C)(=O)=O do in these assays?
TR SRC2 fluor cs: -3%; L3MBTL1 block: -13%; HTT cytoprotect: -2%; Tau FP inhib: -4%; TRb SRC2 PPI: -1%; Tau fluor cs: 5%; Tau fibril ThT: 1%; RECQ1 helicase: -2%

How did COc1ccc(C(=O)N2CCC(C(=O)O)CC2)cc1 do in these assays?
TR SRC2 fluor cs: 1%; HTT cytoprotect: 2%; Tau FP inhib: 2%; TRb SRC2 PPI: -6%; Tau fluor cs: -5%; Tau fibril ThT: -9%; RECQ1 helicase: 11%

What do the screens show for `O=C(N1CCOCC1)N1CCN(S(=O)(=O)c2ccccc2)C1`?
TR SRC2 fluor cs: 1%; L3MBTL1 block: 11%; HTT cytoprotect: 21%[10 µM]; Tau FP inhib: 1%; TRb SRC2 PPI: 6%; Tau fluor cs: -4%; Tau fibril ThT: -2%; RECQ1 helicase: -5%

Results for COc1ccc(-c2n(CC(=O)OC3CC(C)CCC3C(C)C)c3ccccc3[n+]2C)cc1 (configuration not stated) ?
TR SRC2 fluor cs: 11%; L3MBTL1 block: -13%; HTT cytoprotect: 9%[10 µM]; Tau FP inhib: -2%; TRb SRC2 PPI: -2%; Tau fluor cs: -10%; Tau fibril ThT: inconclusive; RECQ1 helicase: -14%

How did CC(C)Oc1ccc(C(=O)Nc2nc3c(s2)CC(C(C)(C)C)CC3)cc1 (configuration not stated) do in these assays?
TR SRC2 fluor cs: -1%; Tau FP inhib: -5%; TRb SRC2 PPI: -7%; Tau fluor cs: 2%; Tau fibril ThT: 8%

How did O=C(CC(=O)N/N=C\c1cccc(Cl)c1Cl)NCc1ccccc1 do in these assays?
TR SRC2 fluor cs: -8%; L3MBTL1 block: 11%; HTT cytoprotect: 32%[10 µM]; Tau FP inhib: -7%; TRb SRC2 PPI: -6%; Tau fluor cs: -3%; Tau fibril ThT: -1%; RECQ1 helicase: 6%

Results for Cc1ccc(C)c(N2CCN(C(=O)CCCCCn3c(=O)[nH]c4ccccc4c3=O)CC2)c1 ?
TR SRC2 fluor cs: -3%; Tau FP inhib: 6%; TRb SRC2 PPI: 4%; Tau fluor cs: -25%; Tau fibril ThT: inconclusive

Results for CCn1c(/C=C/N(C(C)=O)c2ccccc2)[n+](CCCS(=O)(=O)[O-])c2cc(Cl)c(Cl)cc21 ?
TR SRC2 fluor cs: -1%; L3MBTL1 block: 0%; HTT cytoprotect: -2%[10 µM]; Tau FP inhib: 1%; TRb SRC2 PPI: 9%; Tau fluor cs: 6%; Tau fibril ThT: -2%; RECQ1 helicase: inactive

How did COc1ccc(N/C=C\C(=O)c2ccc3c(c2)OCO3)cc1 do in these assays?
TR SRC2 fluor cs: 0%; HTT cytoprotect: -58%[inhibitor]; Tau FP inhib: 3%; TRb SRC2 PPI: 0%; Tau fluor cs: -28%; Tau fibril ThT: inconclusive; RECQ1 helicase: -15%

What do the screens show for `CC(C)(C)N1C(=O)[C@H]2[C@@H]3[C@H](O)C=CC(=O)[C@H]3CC[C@H]2C1=O`?
TR SRC2 fluor cs: -4%[11.2 µM]; HTT cytoprotect: 0%[10 µM]; Tau FP inhib: 2%[11.6 µM]; TRb SRC2 PPI: 0%[11.2 µM]; Tau fluor cs: -15%[11.6 µM]; Tau fibril ThT: -13%[11.5 µM]; RECQ1 helicase: 12%[11.5 µM]

Not all compounds are listed; count on the stated rates, not on these rows.
